GLA spleen mod: alpha-galactosidase A (human) modulation | human spleen homogenate, 4MU-alpha-Gal fluorescence, 40 min | Potency, µM (top dose mostly 80 µM), for the others: at the highest dose activity change, negative = inhibition, actives largely listed as inhibitors | 240,000 compounds, 0.008% hits | AID 2107;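 further: potency means the concentration at half of the fitted maximal effect; 0% = enzyme with vehicle and -100% = no enzyme basal signal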
Target sequence (P06280 32-429 limits assumed): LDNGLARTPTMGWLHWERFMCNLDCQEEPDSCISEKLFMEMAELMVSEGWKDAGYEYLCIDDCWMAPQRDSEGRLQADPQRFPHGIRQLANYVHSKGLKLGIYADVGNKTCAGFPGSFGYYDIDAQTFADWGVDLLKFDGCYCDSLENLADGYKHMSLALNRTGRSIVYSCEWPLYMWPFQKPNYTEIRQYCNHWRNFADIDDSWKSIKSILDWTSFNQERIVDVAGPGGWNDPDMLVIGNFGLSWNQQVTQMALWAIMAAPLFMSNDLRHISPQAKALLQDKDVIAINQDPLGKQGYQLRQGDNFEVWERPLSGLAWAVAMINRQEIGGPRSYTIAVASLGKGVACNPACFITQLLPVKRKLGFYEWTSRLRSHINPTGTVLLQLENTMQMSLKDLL
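Inhibition or activation of alpha-galactosidase in human spleen homogenate is scored by 4-MU fluorescence after 40 min at 37C, pH 5.0, with 1 mM substrate. AC50s come from concentration-response fitted to the Hill equation.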
KinaseGlo FLuc: blocks Kinase-Glo luciferase, a counter-screen artifact. Q27757. Potency, µM (top dose mostly 38.3 µM), inactives show at the top dose activity change, negative = inhibition, hits mostly inhibitors. AID 1379. 200,000 compounds, 0.28% hits. Kinase-Glo luciferase, ATP luminescence, 8 min; further: potency means the concentration at half of the fitted maximal effect; on the % scale 0 is the no-effect control and ±100 the full control effect; nearly all actives have a fitted effect of over 60% in size
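Luminescence was the read-out, taken after 8-minute incubation at ambient temperature. Luciferase turned over luciferin with 10 uM ATP in imidazole pH 7.2 buffer containing KCl, MgCl2, Tween 20 and BSA.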
IMPase Li inh: IMPase inhibition in cells with lithium potentiation | CHO-M1 cells, IP1 TR-FRET (IP-One), carbachol + lithium | Potency, µM (highest dose often 59.4 µM), for inactives: top-dose activity, negative = IMPase inhibition, usual class: inhibitors | 210,000 compounds, 0.35% hits | AID 1457;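 further: IP1 builds up when IMPase is blocked and the TR-FRET signal falls; potency means the concentration at half of the fitted maximal effect; plate controls were basal vehicle for no effect and high inhibitor control for full effect; nearly all actives have a fitted effect of over 50% in size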
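CHO-M1, 2000 cells/well, 16–30 h culture; cpd + low Li+, 30 min 37C; lysis with d2-IP1/Eu-anti-IP1 Ab, 10 min RT; TR-FRET 665/620 ratio and 620 channel; AC50 via Hill.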
Epigenetic derep: derepresses silenced GFP reporter in murine cells; Potency, µM (series often up to 53.9 µM), inactives show at the highest dose GFP activation, usual class: activators; AID 1865; 280,000 compounds, 0.2% hits; murine LDR cells, GFP reporter derepression, 30 h; further: potency means the concentration at half of the fitted maximal effect; % of control where 0% means no effect; nearly all actives have a fitted effect of over 60% in size
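In this reporter-derepression format, murine cells bearing a silenced integrated CMV-GFP locus incubate with test compound (30 h, 37 C), then are washed and imaged; fluorescent objects of 20–120 um count as induced cells.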
NPSR antagonist: neuropeptide S receptor (human) antagonism, cAMP; CHO-NPSR cells, cAMP TR-FRET, antagonist mode; Potency, µM (doses to about 38.3 µM), for inactives: top-dose activity change, negative = inhibition, most hits filed as inhibitors; 220,000 compounds, 1% hits; further: potency means the concentration at half of the fitted maximal effect; on the % scale 0 is the no-effect control and ±100 the full control effect; nearly all actives have a fitted effect of over 50% in size; many of its hits are not listed in these tables
Target sequence (Q6W5P4 whole entry, looked up): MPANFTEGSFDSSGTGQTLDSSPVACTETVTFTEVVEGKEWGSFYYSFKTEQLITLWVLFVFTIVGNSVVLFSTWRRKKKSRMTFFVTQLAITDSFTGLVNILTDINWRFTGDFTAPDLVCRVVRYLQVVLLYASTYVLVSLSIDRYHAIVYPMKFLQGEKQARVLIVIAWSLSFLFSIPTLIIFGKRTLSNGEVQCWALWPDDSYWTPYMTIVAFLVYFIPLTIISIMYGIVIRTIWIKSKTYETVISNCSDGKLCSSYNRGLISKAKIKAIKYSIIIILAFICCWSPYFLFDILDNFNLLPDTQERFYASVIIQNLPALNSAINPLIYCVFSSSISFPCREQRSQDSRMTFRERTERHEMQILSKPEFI
LMNA splice mod: changes lamin A minigene splicing in HeLa cells; HeLa LMNA splicing GFP/RFP minigene ratio, 48 h; Potency, µM (highest dose often 46.1 µM), inactives show at the top dose ratio change, negative = inhibition, hits mostly inhibitors; 200,000 compounds, 0.01% hits; active means well fitted inhibition curve with a large enough effect in the signal ratio, with a control signal flat, not every such curve was filed as active; inconclusive means small, poorly fitted or top-dose-only effect, or effect the other way, or a change in a side signal; the % refers to the signal ratio; further: potency means the concentration at half of the fitted maximal effect; on the % scale 0 is the no-effect control and ±100 the full control effect
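S3 HeLa stable clones carrying a lamin A-EGFP splicing minigene plus DsRed2 were seeded at 600 cells/well in Opti-MEM with 2% FBS, pin-dosed and incubated 48 h at 37°C. Acumen cytometry (488 nm) gave the GFP/RFP total-intensity ratio.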
CBFb-RUNX1 inh: blocks binding between human CBF-beta and RUNX1; 230,000 tested, under 10 active; Q01196+Q13951; AlphaScreen CBFb-His/RUNX1-biotin binding, biochemical; Potency, µM (doses to about 59.8 µM), for inactives: at the top dose activity, negative = inhibition, most hits filed as inhibitors; further: % of control where 0% means no effect
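Proteins preincubated together for 20 min at RT before compound addition; 15 min later, nickel and streptavidin beads were added and left 90 min prior to AlphaScreen measurement.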
Active calls of the source: *; u = inconclusive; x = no result given; [ ] = another dose, or the depositor's remark. Unless noted, the call rests on the fitted dose curve; in most records, active means well fitted curve in the direction sought with a large enough effect; inconclusive means small, poorly fitted or top-dose-only effect, or another doubt; inactive means no such curve, though single readings can be large; an effect the other way counts as inactive or inconclusive.

SMILES	GLA spleen mod	KinaseGlo FLuc	IMPase Li inh	Epigenetic derep	NPSR antagonist	LMNA splice mod	CBFb-RUNX1 inh
O=C(CSc1nn(-c2ccccc2)c(=S)s1)NC(=O)NCc1ccco1	4%	-5%	18%[38.3 µM]	0.9%	-24%[46.1 µM]	-25%	-27%
O=C(N/N=C/c1ccc(Cl)cc1Cl)c1n[nH]c2c1CCCC2	9%	-1%	1%	-1.9%	-11%	u	-16%
CCC(C)c1ccc(O)c(N)c1 (stereo not given)	13%	-3%	-4%[38.3 µM]	-1.0%	0%[46.1 µM]	-14%	-8%
CN(C)c1ccc(-c2ccc3ncnc(N4CCNCC4)c3c2)cc1	3%	0%	14%	2.3%	x	-11%	x
Cc1ccc(N2C(=O)CC(c3ccsc3)C3=C2CC(C)(C)CC3=O)cc1 (stereo not given)	7%	0%	2%[38.3 µM]	0.0%	-15%[46.1 µM]	-2%	-2%
O=C1NCCCC1C(=O)N/N=C/c1ccccc1[N+](=O)[O-] (stereo not given)	1%	x	x	1.0%	-15%	x	7%
Cc1ccc(N2CCCn3c2cc(C)c(C#N)c3=O)cc1C	-27%	2%	-3%	0.1%	-9%[46.1 µM]	-1%	-7%
O=C(NC(=S)N1CCN(c2ccc([N+](=O)[O-])cc2Cl)CC1)c1ccco1	2%	0%	1%	0.0%	-6%	4%	-2%
c1ccc(Cn2nnnc2C(c2cccs2)N2CCOCC2)cc1 (stereo not given)	11%	-3%	31%[38.3 µM]	-1.0%	-19%[46.1 µM]	9%	10%
CC(C)Oc1ccc(-c2cc(=O)[nH]c(=O)[nH]2)cc1	27%	2%	17%[38.3 µM]	0.6%	-3%[46.1 µM]	-13%	8%
CCOc1ccc2nc(SCC(=O)N(C)C)[nH]c2c1	2%	0%	-5%[38.3 µM]	2.8%	-6%[46.1 µM]	5%	-4%
COc1ccccc1NC(=O)c1cc(S(=O)(=O)N2CCOCC2)ccc1Cl	-5%	13%	-4%[38.3 µM]	-0.7%	-14%[46.1 µM]	5%	5%
C=CCNc1nc(C2(C)CC3(CC(C)(C)OC3=O)C(=O)O2)cs1 (stereo not given)	8%	-5%	2%[38.3 µM]	1.4%	-3%[7.67 µM]	-15%	3%
CC/S(=N\S(=O)(=O)c1ccc(C)cc1)c1ccccc1 (stereo not given)	4%	x	x	1.1%	u	u	3%
CCOC(=O)c1cc(C(=O)NCc2ccc(Cl)cc2Cl)nn1C	2%	-4%	8%	-1.0%	-15%	4%	14%
CSc1nc(N)c2c3c(sc2n1)COC(C(C)C)C3 (stereo not given)	-1%	-4%	-2%[38.3 µM]	5.7%	-8%[46.1 µM]	u	3%
O=C(Nc1ccn(Cc2ccccc2F)n1)c1ccc(COc2cc(Cl)ccc2Cl)o1	5%	2%	12%[38.3 µM]	-1.2%	u	12%	-1%
COc1ccc(C(=O)NC(C(=O)NCCc2ccc3c(c2)OCCO3)C(C)C)cc1 (stereo not given)	4%	-3%	3%	1.1%	8%	x	-3%
CC1CCN(c2oc(-c3ccccc3Cl)nc2C#N)CC1	6%	x	x	1.6%	u	u	u
Cc1ccc(OCC(=O)NC2CCS(=O)(=O)C2)cc1 (stereo not given)	0%	-3%	18%[38.3 µM]	8.2%	-8%[46.1 µM]	4%	-1%
CCOc1ccc(S(=O)(=O)N2CCc3ccccc3C2)cc1	1%	-1%	11%[38.3 µM]	-1.0%	3%[46.1 µM]	u	11%
COC(=O)NCc1ccc(Cl)c(Cl)c1	6%	0%	8%[38.3 µM]	-2.6%	10%[46.1 µM]	30%	4%
CC(/C=C/C1(O)C(C)CC(O)CC1(C)C)OC1OC(CO)C(O)C(O)C1O (stereo not given)	-2%	x	x	1.3%	9%	x	u
CN1OC(COC(=O)c2ccc(Cl)cc2Cl)CC1c1ccccc1 (stereo not given)	9%	-3%	4%[38.3 µM]	0.0%	-16%[46.1 µM]	18%	22%
Fc1ccc(CN2CCN(C(=S)NCCc3ccccc3)CC2)c(Cl)c1	0%	1%	12%	-1.0%	-43%	-19%[46 µM]	6%

Reprinted at random: 2 records from the list.
SMILES	GLA spleen mod	KinaseGlo FLuc	IMPase Li inh	Epigenetic derep	NPSR antagonist	LMNA splice mod	CBFb-RUNX1 inh
CSc1nc(N)c2c3c(sc2n1)COC(C(C)C)C3 (stereo not given)	-1%	-4%	-2%[38.3 µM]	5.7%	-8%[46.1 µM]	u	3%
Fc1ccc(CN2CCN(C(=S)NCCc3ccccc3)CC2)c(Cl)c1	0%	1%	12%	-1.0%	-43%	-19%[46 µM]	6%

(listing goes on)
SMILES	GLA spleen mod	KinaseGlo FLuc	IMPase Li inh	Epigenetic derep	NPSR antagonist	LMNA splice mod	CBFb-RUNX1 inh
CC(C)C(=O)Nc1cccc(NC(=O)c2cccnc2)c1	-1%	0%	4%[38.3 µM]	0.0%	-9%[46.1 µM]	13%	6%
CC(C)C(C)NC(=O)COC(=O)c1cc(S(=O)(=O)N(C)C)ccc1N1CCCC1 (stereo not given)	-20%	2%	9%	-0.6%	2%	10%[46 µM]	-3%
CC1(C)CC(NC(=O)C23CCC(C)(C(=O)C2=O)C3(C)C)CC(C)(C)N1 (stereo not given)	-8%	-2%	0%	-0.8%	34%	6%[46 µM]	2%
Cc1cccc(Cc2nnc(NC(=O)c3cccc(S(=O)(=O)N4CCOCC4)c3)s2)c1	-9%	-2%	u	0.0%	7%[46.1 µM]	18%	-7%
O=C(Nc1c2c(nn1-c1ccccc1)CSC2)c1ccc(N2C(=O)CCC2=O)cc1	2%	4%	1%	1.3%	7%	-1%[46 µM]	6%
CCOC(=O)c1cc(-c2ccc(OC(F)F)cc2)nc2c1c(=O)[nH]c(=O)n2C	15%	-2%	u	1.0%	14%	5%	5%
CC(C)(C)S(=O)(=O)c1ccsc1C(=O)O	-3%	-2%	-1%	-0.9%	11%	u	1%
COc1ccccc1Nc1nnc(SCC(=O)N2CC(=O)Nc3ccccc32)s1	4%	x	x	-0.9%	3%[46.1 µM]	-10%	1%
COc1cc(CC(=O)NCCc2ccc(S(N)(=O)=O)cc2)cc(OC)c1OC	3%	20%	21%[38.3 µM]	0.4%	-11%[46.1 µM]	u	-1%
COc1ccc(OC)c(NC(=O)c2ccc(CSc3ncccn3)cc2)c1	9%	-2%	15%	-1.1%	26%	u	-8%
COCCn1c(=O)cnc2cnc(Oc3cccc(Cl)c3)nc21	15%	x	-4%	x	x	-13%	x
CC1CC(NC(=O)CCn2c(=O)oc3ccccc32)CC(C)(C)C1 (stereo not given)	-7%	0%	32%[activator][38.3 µM]	0.9%	-11%[46.1 µM]	-6%	15%
Cc1nn(C)c(C)c1S(=O)(=O)NC1CCCc2ccccc21 (stereo not given)	5%	-8%	-7%[38.3 µM]	-1.1%	-20%[46.1 µM]	-3%	3%
CCC(c1nnc(SCC(=O)Nc2cccnc2Cl)n1-c1ccccc1)N(C)C (stereo not given)	3%	-1%	-1%	-0.9%	10%	x	3%
CC(/C=C/c1ccc2c(c1)OCO2)=N\NC(=O)c1ccccc1	-6%	-5%	-8%	-1.8%	-17%	x	-3%
COCCNc1nc(-c2cccc(OC)c2)nc2ccccc12	3%	-5%	-3%	-0.1%	x	-3%	x
Cc1ccc(-c2noc(CSc3nnc(CCc4ccccc4)n3-c3ccccc3)n2)cc1	2%	-2%	49%[activator][38.3 µM]	-1.0%	u	u	-3%
NC(=O)c1ccc(N2CCN(c3ncc(C(F)(F)F)cc3Cl)CC2)cc1	7%	x	x	0.0%	4%	x	3%
Cc1ccc(S(=O)(=O)N(C)CC(=O)O/N=C(\N)c2ccccn2)cc1	12%	0%	7%[38.3 µM]	-0.4%	-5%[46.1 µM]	2%	1%
Cn1c(Cn2c(=O)sc3ccccc32)nnc1SCC(=O)N1CCN(c2ccccc2)CC1	11%	1%	5%	-1.0%	3%[46.1 µM]	-3%	2%
CCOC(=O)c1c(-c2ccccc2)csc1NC(=O)c1nn(CC)cc1Br	-3%	2%	37%[activator][38.3 µM]	-1.1%	-26%[46.1 µM]	u	15%
COc1cc2c(cc1OC)CN(C(C)C(=O)N1CCc3ccccc31)CC2 (stereo not given)	-1%	1%	-1%[38.3 µM]	-3.7%	-16%[46.1 µM]	-28%	-6%
Cc1cc(NC(=O)CCN2C(=O)C3C4CCC(C4)C3C2=O)cc(C)c1Br (stereo not given)	11%	0%	3%	-1.0%	21%	u	-8%
CCOC(=O)Cc1csc(NC(=O)CSc2nnc(-c3ccncc3)o2)n1	-5%	-1%	9%	1.7%	10%	14%[46 µM]	-2%
COC(=O)c1cccc(-n2c(C)cc(C=O)c2C)c1C	4%	-6%	8%	0.9%	11%	1%	-2%
CC(C)Cc1csc(NC(=O)c2ccc(Br)cc2)c1C(=O)O	3%	x	x	-0.1%	13%	x	-6%
Cc1ccc(Sc2nc3ccc(C)cn3c(=O)c2/C=N/O)cc1	1%	2%	7%	-1.4%	-7%	-9%[46 µM]	5%
O=C1CC2(CCCCC2)Oc2ccc(OCC(=O)N3CCOCC3)cc21	28%	1%	-13%[38.3 µM]	0.8%	3%[46.1 µM]	14%	3%

Entries above containing two or more sulfur atoms (8):
SMILES	GLA spleen mod	KinaseGlo FLuc	IMPase Li inh	Epigenetic derep	NPSR antagonist	LMNA splice mod	CBFb-RUNX1 inh
O=C(CSc1nn(-c2ccccc2)c(=S)s1)NC(=O)NCc1ccco1	4%	-5%	18%[38.3 µM]	0.9%	-24%[46.1 µM]	-25%	-27%
CC/S(=N\S(=O)(=O)c1ccc(C)cc1)c1ccccc1 (stereo not given)	4%	x	x	1.1%	u	u	3%
CSc1nc(N)c2c3c(sc2n1)COC(C(C)C)C3 (stereo not given)	-1%	-4%	-2%[38.3 µM]	5.7%	-8%[46.1 µM]	u	3%
Cc1cccc(Cc2nnc(NC(=O)c3cccc(S(=O)(=O)N4CCOCC4)c3)s2)c1	-9%	-2%	u	0.0%	7%[46.1 µM]	18%	-7%
CC(C)(C)S(=O)(=O)c1ccsc1C(=O)O	-3%	-2%	-1%	-0.9%	11%	u	1%
COc1ccccc1Nc1nnc(SCC(=O)N2CC(=O)Nc3ccccc32)s1	4%	x	x	-0.9%	3%[46.1 µM]	-10%	1%
Cn1c(Cn2c(=O)sc3ccccc32)nnc1SCC(=O)N1CCN(c2ccccc2)CC1	11%	1%	5%	-1.0%	3%[46.1 µM]	-3%	2%
CCOC(=O)Cc1csc(NC(=O)CSc2nnc(-c3ccncc3)o2)n1	-5%	-1%	9%	1.7%	10%	14%[46 µM]	-2%

Not all compounds are listed. The share of hits here may be higher or lower than overall.
